Screening results as filed in PubChem BioAssay.
GAA inhib: alpha-glucosidase (human) inhibition. P10253. purified human GAA, 4-MU-alpha-glucoside fluorescence. Potency, µM (top dose mostly 76.9 µM), without a hit: top-dose activity change, negative = inhibition, most hits filed as inhibitors. actives 0.005% (n = 200,000). AID 1466;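 also: plate controls were uninhibited enzyme wells for no effect and no-enzyme background for full effect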
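Endpoint fluorogenic read: 20 min room-temperature reaction of 4 nM human alpha-glucosidase with 400 uM 4-methylumbelliferyl-alpha-D-pyranoside, pH 5.0, quenched with 1M NaOH/1M glycine pH 10. AC50 from Hill modeling.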
GAA glycogen: inhibitors or activators of human alpha-glucosidase glycogen cleavage | P10253 | recombinant GAA, glycogen substrate, Amplex Red glucose oxidase fluorescence | Potency, µM (series often up to 76.4 µM), inactives show at the highest dose activity change, negative = inhibition, actives largely listed as inhibitors | actives 0.38% (n = 300,000) | AID 2100;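 also: 0% = full enzyme reaction and -100% = no-enzyme basal signal; the screen sought inhibitors and activators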
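Natural-substrate format: glycogen cleavage by 4 nM human enzyme, glucose read by Amplex Red coupling (Ex 573, Em 610 nm). Normalized to enzyme and no-enzyme controls.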
Tau fluor counter: counter-screen for tau fibril formation inhibitors; tau K18 P301L (four-repeat tau fragment) Alexa594 fluorescence, heparin fibrillization; Potency, µM (series often up to 57.7 µM), inactives show at the highest dose activity change, negative = decrease; actives 0.93% (n = 280,000); also: % is scaled to controls: 0 for no effect and ±100 for the full control effect; nearly all actives have a fitted effect of over 55% in size
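Human K18 P301L tau (15 uM unlabeled plus 0.24 uM Alexa 594-labeled, final) in 100 mM sodium acetate pH 7 was mixed with compound and 20 uM heparin and incubated 6 hr at 37 C.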
NPSR antag: blocks cAMP signaling of the human neuropeptide S receptor. Potency, µM (titrated, usually from 38.3 µM), for inactives: top-dose activity change, negative = inhibition, usual class: inhibitors. AID 1461. actives 1% (n = 220,000). Q6W5P4. CHO-NPSR cells, cAMP TR-FRET, antagonist mode; also: % is scaled to controls: 0 for no effect and ±100 for the full control effect; nearly all actives have a fitted effect of over 50% in size; many of its hits are not listed in these tables
Target sequence (Q6W5P4 whole entry, looked up): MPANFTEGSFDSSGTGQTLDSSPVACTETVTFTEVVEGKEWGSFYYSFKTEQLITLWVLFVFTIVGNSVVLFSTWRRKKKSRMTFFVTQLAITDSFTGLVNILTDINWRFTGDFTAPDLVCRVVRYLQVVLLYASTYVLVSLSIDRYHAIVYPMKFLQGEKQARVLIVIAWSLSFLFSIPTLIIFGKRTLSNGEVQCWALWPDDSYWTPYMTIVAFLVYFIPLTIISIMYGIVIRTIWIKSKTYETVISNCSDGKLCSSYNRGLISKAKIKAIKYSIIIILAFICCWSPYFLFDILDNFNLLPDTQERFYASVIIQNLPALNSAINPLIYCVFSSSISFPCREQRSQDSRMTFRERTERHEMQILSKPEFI
GAA spleen mod: lysosomal alpha-glucosidase (human) modulation; P10253; human spleen homogenate, 4-MU-alpha-glucoside fluorescence; Potency, µM (doses to about 79.9 µM), without a hit: top-dose activity change, negative = inhibition, actives largely listed as inhibitors; actives 0.006% (n = 240,000); AID 2112;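 also: 0% = enzyme with vehicle and -100% = no enzyme basal signal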
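Human spleen homogenate (1 ug) incubated with compounds and 1 mM 4-methylumbelliferyl-alpha-D-glucopyranoside in pH 5.0 citrate/phosphate buffer, 37 C, 40 min. Stopped at pH 10; 4-MU fluorescence (Ex 365/Em 440 nm); AC50 by Hill fit.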
GLA spleen mod: inhibitors or activators of human alpha-galactosidase in spleen homogenate; P06280; actives 0.008% (n = 240,000); human spleen homogenate, 4MU-alpha-Gal fluorescence, 40 min; AID 2107; Potency, µM (series often up to 80 µM), for inactives: at the top dose activity change, negative = inhibition, usual class: inhibitors;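 also: 0% = enzyme with vehicle and -100% = no enzyme basal signal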
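Inhibition or activation of alpha-galactosidase in human spleen homogenate is scored by 4-MU fluorescence after 40 min at 37C, pH 5.0, with 1 mM substrate. AC50s come from concentration-response fitted to the Hill equation.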
ALDH1A1 block: blocks purified human ALDH1A1 activity | P00352 | Purified ALDH1A1, NADH fluorescence, propionaldehyde substrate | Potency, µM (highest dose often 75.3 µM), for the others: top-dose activity, negative = inhibition, most hits filed as inhibitors | actives 7.3% (n = 220,000) | AID 1030; active = well fitted inhibition curve with a large enough effect, not every such curve was filed as active; inconclusive = small, poorly fitted or top-dose-only effect, or another doubt; inactive = no such curve, though single readings can be large or run the other way;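 also: plate controls were no enzyme wells and a reference inhibitor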
Target sequence (P00352 whole entry, looked up): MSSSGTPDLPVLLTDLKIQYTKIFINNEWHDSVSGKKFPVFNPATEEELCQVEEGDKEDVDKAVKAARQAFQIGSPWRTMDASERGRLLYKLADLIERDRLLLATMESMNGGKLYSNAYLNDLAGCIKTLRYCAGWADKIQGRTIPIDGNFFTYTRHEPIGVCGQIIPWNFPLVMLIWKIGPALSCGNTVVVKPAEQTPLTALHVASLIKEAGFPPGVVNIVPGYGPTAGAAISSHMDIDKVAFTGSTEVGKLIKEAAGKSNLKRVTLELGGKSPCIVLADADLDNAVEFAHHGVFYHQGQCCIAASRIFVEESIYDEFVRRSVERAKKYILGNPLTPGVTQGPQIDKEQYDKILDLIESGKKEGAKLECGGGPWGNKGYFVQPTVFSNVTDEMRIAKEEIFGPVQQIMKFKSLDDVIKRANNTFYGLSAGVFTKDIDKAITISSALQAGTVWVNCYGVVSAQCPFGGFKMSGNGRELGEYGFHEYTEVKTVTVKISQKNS
Epigenetic reg: regulators of epigenetic silencing causing reporter derepression in mouse cells. Potency, µM (doses to about 53.9 µM), without a hit: at the top dose GFP activation, actives largely listed as activators. actives 0.2% (n = 280,000). murine LDR cells, GFP reporter derepression, 30 h. AID 1865; also: % of control where 0% means no effect; nearly all actives have a fitted effect of over 60% in size
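Derepression of a silenced CMV-GFP reporter in murine LDR cells is scored by enumerating GFP-positive cells with a laser-scanning microplate cytometer after 30 hours of treatment at 37 C.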
* = called active by the depositor; ? = inconclusive; · = not tested or not shown; [ ] = another dose, or the depositor's remark. Unless noted, calls follow the shape of the dose curve; as a rule, active = well fitted curve in the direction sought with a large enough effect; inconclusive = small, poorly fitted or top-dose-only effect, or another doubt; inactive = no such curve, though single readings can be large; an effect the other way counts as inactive or inconclusive. Potency is read from the fitted curve at half-maximal effect. This is a subset. The share of hits here may be higher or lower than overall.

SMILES	GAA inhib	GAA glycogen	Tau fluor counter	NPSR antag	GAA spleen mod	GLA spleen mod	ALDH1A1 block	Epigenetic reg
COc1ccc(NC(=O)NC2CCN(C(C)C)CC2)c(OC)c1	-0.6%	5.1%	3.1%	-6.1%[46.1 µM]	-9.1%	-17.0%	8.9%	0.0%
CCn1c(=O)cc(N2CCCCC2)[nH]c1=O	-2.0%	12.0%	5.0%	7.1%[46.1 µM]	-6.4%	-6.4%	?	-1.1%
CCn1c(C)nc([N+](=O)[O-])c1Sc1ccc(F)cc1	-8.7%	2.4%	-10.4%	13.2%	6.7%	9.0%	?	-1.9%
Cc1ccc(-n2c(-c3cccc(C)c3)n[nH]c2=S)cc1	-5.2%	-29.1%	-7.7%	-1.7%[46.1 µM]	2.5%	7.0%	2.0%	2.8%
CCN1CCN(C(=O)CSc2nc(N)cc(N)n2)CC1	-8.9%	-9.3%	6.3%	12.4%	0.1%	3.6%	5.5%	-3.1%
Cc1ccc(N2C(=O)CC(N3CCc4ccccc43)C2=O)cc1Cl (configuration not stated)	-1.3%	-4.2%	-9.2%	12.7%	-1.6%	1.0%	1.7%	2.5%
c1cc(-n2cnnn2)ccc1NC1=NCCC1	11.2%	2.9%	2.9%	-7.1%[46.1 µM]	6.7%	5.0%	2.4%	-1.0%
COc1ccc(N2CCN(c3oc(-c4ccc(OC)c(OC)c4)nc3C#N)CC2)cc1	4.0%	-0.2%	?	-22.5%[46.1 µM]	1.2%	5.4%	?	1.9%
COC(=O)c1sc2cc(C(F)(F)F)cnc2c1-c1ccccn1	·	2.9%	3.8%	2.3%	-0.2%	-3.6%	1.7%	-0.1%
O=C(NCCO)Nc1ccc2nc(-c3ccco3)c(-c3ccco3)nc2c1	12.3%	-24.5%	8.6%	-36.9%	-3.9%	-12.9%	?	-1.1%
Cc1cc(C(=O)CSc2nc3ccccc3c(=O)[nH]2)c(C)n1CC1CCCO1 (configuration not stated)	11.2%	-4.0%	-9.1%	-13.2%	-3.0%	-3.1%	-7.5%	-2.6%
Cc1cc([N+](=O)[O-])nn1CC(=O)Nc1ccccn1	-2.8%	-0.7%	-6.7%	16.8%	-3.5%	-2.3%	-2.6%	3.8%
Cc1cc(C)nc(SCCS(=O)(=O)Cc2ccccc2)n1	-12.3%	-4.2%	2.3%	-8.3%[46.1 µM]	-6.7%	?	?	0.9%
Cc1ccc(NC(=O)Nc2nc3ccccc3s2)cc1NC(=O)Nc1nc2ccccc2s1	5.0%	5.8%	?	?	-5.9%	4.7%	-1.2%	2.2%
O=C(COc1ccc([N+](=O)[O-])cc1Cl)NCC1CCCO1 (configuration not stated)	-7.4%	-1.4%	-8.3%	8.5%	-2.7%	-6.3%	-2.4%	0.9%
O=C(Nc1ncccn1)c1ccc([N+](=O)[O-])cc1	0.7%	5.1%	-2.5%	23.8%	4.7%	2.9%	-10.2%	0.0%
CCc1cccc2cc3c(N)c(C(=O)Nc4ccc(S(=O)(=O)N5CCCC5)cc4)sc3nc12	-6.4%	9.6%	?	-7.0%	-8.8%	-2.8%	4.4%	11.2µM*
CCOc1ccc(-c2csc(NC(=O)c3ccc(S(=O)(=O)N4CCc5ccccc5C4)cc3)n2)cc1	-3.2%	10.6%	-17.3%	14.2%	-25.7%	-0.3%	4.9%	-2.0%
Cc1csc(NC(=O)CSc2ncn(-c3ccccc3)n2)n1	-3.9%	-19.6%	-8.4%	-4.1%[46.1 µM]	-1.4%	1.0%	5.8%	-1.0%
CC(C)C(C(=O)NCc1ccco1)N(C(=O)CNS(=O)(=O)c1ccc(Cl)cc1)C1CCCC1 (configuration not stated)	-2.9%	-8.1%	-1.0%	-25.4%[46.1 µM]	-20.9%	3.4%	-5.7%	0.0%
Oc1ccc2c(c1-c1c(O)c(Br)cc3c1CCCC3)CCCC2	·	·	-16.3%	·	-2.7%	-0.1%	1.8%	-1.1%
Cc1ccc(C)n1-c1ccc(N(C)C)cc1	-4.5%	-2.3%	?	-27.5%	10.5%	1.2%	?	-1.1%
CCOc1ccc2nc(N/C(N)=N/C(=S)Nc3ccc(OC)cc3)nc(C)c2c1	2.1%	16.2%	?	5.1%	-7.2%	5.1%	14.2%	2.2%
COc1ccc(OC)c(N(CC(=O)Nc2cccnc2)S(C)(=O)=O)c1	-1.5%	-5.5%	-8.5%	9.8%[46.1 µM]	-7.4%	-4.9%	4.5%	3.1%
CCC(=O)Nc1ccc(NC(=S)NC(=O)Cc2ccccc2)cc1	2.9%	-10.0%	0.8%	2.0%	-2.6%	-0.8%	-7.1%	1.0%
COCCn1c(-c2cc(OC)c(OC)c(OC)c2)nc2oc3cc(OC)ccc3c(=O)c2c1=O	·	8.9%	-2.8%	3.6%	0.2%	0.7%	·	0.2%
COC(=O)Cc1cc(OC)c(OC)cc1S(=O)(=O)N(C)C	-3.6%	-1.8%	0.8%	18.7%	-4.5%	-0.5%	1.4%	-5.3%
CSc1ccc(NC(N)=S)cc1	3.3%	-23.1%	1.2%	17.0%	-4.1%	-15.2%	0.0%	-1.4%
COc1ccccc1N1CCN(C(=O)c2ccoc2C)CC1	-4.4%	-10.8%	-7.7%	-5.5%[46.1 µM]	-4.9%	-6.2%	3.2%	-1.0%
CC(=O)CC(=O)Nc1ncc(C(F)(F)F)cc1Cl	-3.4%	2.0%	2.9%	8.0%	-2.1%	-0.3%	?	-4.1%
Cn1cc(S(=O)(=O)NC(c2ccccc2)c2ccccc2)c(=O)n(C)c1=O	·	4.5%	3.8%[0.0958 µM]	11.3%	-0.6%	-3.6%	·	-0.3%
COc1ccc(C(=O)Cn2nnc(-c3ccccc3NC(=O)C(F)(F)F)n2)cc1	1.5%	-1.4%	?	-7.0%[46.1 µM]	-11.8%	-3.2%	-3.0%	-1.0%
O=C(c1snnc1-c1ccccc1)N1CCOCC1	-3.1%	-1.9%	5.0%	16.0%	-7.6%	3.0%	2.9%	-1.4%
O=C(c1ccc2ccccc2n1)N1CCN(c2ccccc2Cl)CC1	-1.5%	-6.9%	-7.3%	-24.0%	9.7%	5.5%	-2.6%	-0.8%
COc1ccc(/C(C)=N/N2CCOCC2)c(O)c1	·	-6.1%	-0.3%	52.0%	0.5%	0.4%	·	-0.8%
CCn1ccc(C(=O)Nc2ccc(S(=O)(=O)Nc3ccccc3OC)cc2)n1	-10.7%	3.8%	-23.2%	-15.3%[46.1 µM]	-0.4%	7.9%	?	-10.2%
O=C(/C(=C/c1cccnc1)n1ccnc1)c1ccc(Cl)cc1Cl	·	3.7%	3.4%	3.6%	7.1%	10.5%	·	-3.1%
O=C(O)CSc1ncnc2sc3c(c12)CCCC3	9.9%	-2.1%	-5.5%	54.1%	-3.0%	4.2%	?	-7.2%
CCNC(=O)CN(c1ccc(OC)c(OC)c1)S(=O)(=O)c1ccccc1	-7.4%	-0.5%	1.1%	-7.8%[46.1 µM]	0.5%	11.6%	-4.3%	-0.2%
COc1ccc(-c2nc(NC(=O)C3CC(=O)N(c4ccc5c(c4)OCCO5)C3)sc2C)cc1 (configuration not stated)	-2.1%	-1.9%	-28.7%	-10.9%	-1.2%	12.1%	?	5.5%
COc1cc2c(cc1NC(=S)NC(=O)/C=C/c1ccc(OC)c(OC)c1)oc1ccccc12	3.1%	-4.5%	-15.0%	12.8%	1.9%	0.9%	?	-1.3%
Cc1cccc(N2CCN(C(=S)NCCc3ccccc3)CC2)c1C	-12.3%	1.2%	-10.7%	-5.7%	2.1%	6.8%	4.7%	-1.8%
Cc1ccc(S(=O)(=O)N2CCN(C(=O)COC(=O)c3c(C)noc3C)CC2)c(C)c1	·	-8.0%	-13.5%	-12.9%	-3.7%	-1.5%	·	-2.6%
CCOC(=O)c1csc(NC(=O)c2ccccc2)n1	-8.5%	1.6%	-7.4%	-1.9%[46.1 µM]	4.4%	2.6%	10.9%	-1.0%
COc1ccccc1NC(=S)N1CCN(C(=O)c2ccco2)CC1	6.9%	-0.5%	7.4%	-6.1%[46.1 µM]	5.5%	3.7%	-6.7%	0.0%
O=C1CCC[C@@H]2CC(NCc3ccc(Cl)c(Cl)c3)C[C@@H]3CCN1[C@H]23 (some centres not stated)	·	·	-9.5%[81.3 µM]	·	10.4%[119 µM]	4.9%[119 µM]	6.2%	1.4%
CCCCc1nc2c(c3c1C[C@H](C)OC3)CN(S(=O)(=O)c1ccc(C#N)cc1)CC2	·	·	-5.1%[11.6 µM]	·	7.6%[17.4 µM]	7.3%[17.5 µM]	13.8%[13.5 µM]	·
N#Cc1ccccc1Sc1ccccc1C(=O)OCC(=O)NC1CCS(=O)(=O)C1 (configuration not stated)	-0.9%	-4.7%	-4.0%	-4.7%[46.1 µM]	-0.9%	4.9%	5.5%	0.0%
CCc1ccc(-c2nc(CS(=O)CC(=O)NCc3cccnc3)c(C)o2)cc1 (configuration not stated)	1.0%	3.7%	-1.6%	-0.1%[46.1 µM]	-2.9%	-1.0%	?	2.4%
Cc1ccc(Cn2nnc(C(=O)Nc3cc(C)ccc3C)c2N)cc1	5.4%	3.8%	-19.5%	-26.3%[46.1 µM]	-1.3%	1.8%	12.7%	0.0%
CCCCn1c(N2CCC(Cc3ccccc3)CC2)nc2c1c(=O)[nH]c(=O)n2C	-15.0%	-3.2%	-1.5%	-8.2%[46.1 µM]	0.2%	-1.0%	?	0.0%
COC(=O)c1ccc(N=Cc2c(-c3ccccc3)[nH][nH]c2=O)cc1	-4.9%	-1.9%	-6.6%	-11.0%	·	3.3%	?	6.6%
O=C(c1ccc(S(=O)(=O)N2CCCC2)cc1)N1CCCCCC1	·	-2.9%	-21.2%	34.3%	-1.9%	-2.2%	·	-0.5%
Cc1ccc(N2C(=O)CCSC23C(=O)Nc2ccccc23)cc1 (configuration not stated)	3.8%	0.7%	-1.1%	0.6%[46.1 µM]	3.5%	11.8%	-4.1%	-1.6%

Single records, as listed above:
Shown for Cc1ccc(NC(=O)Nc2nc3ccccc3s2)cc1NC(=O)Nc1nc2ccccc2s1 = GAA inhib = 5.0%; GAA glycogen = 5.8%; Tau fluor counter = ?; NPSR antag = ?; GAA spleen mod = -5.9%; GLA spleen mod = 4.7%; ALDH1A1 block = -1.2%; Epigenetic reg = 2.2%
Shown for COCCn1c(-c2cc(OC)c(OC)c(OC)c2)nc2oc3cc(OC)ccc3c(=O)c2c1=O = GAA inhib = ·; GAA glycogen = 8.9%; Tau fluor counter = -2.8%; NPSR antag = 3.6%; GAA spleen mod = 0.2%; GLA spleen mod = 0.7%; ALDH1A1 block = ·; Epigenetic reg = 0.2%
